Screening results (PubChem BioAssay)
SUMO HTRF inh: inhibitors of human SUMOylation (UBC9); P63279; HTRF SUMOylation assay, SAE1/SAE2 + UBC9, in vitro; inhibition, % at 35 µM; AID 2006; hit rate 0.36% among 290,000; in the data active = inhibition above about 50%, passing the limit was not always enough; note: strong numbers were not always called active
Target sequence (P63279 whole entry, looked up): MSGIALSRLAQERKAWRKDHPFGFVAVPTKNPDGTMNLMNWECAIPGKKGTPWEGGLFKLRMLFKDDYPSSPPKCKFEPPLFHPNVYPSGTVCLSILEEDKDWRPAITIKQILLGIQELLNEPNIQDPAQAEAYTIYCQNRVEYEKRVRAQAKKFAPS
IMP-1 inhibitor: inhibitors of Pseudomonas aeruginosa IMP-1 metallo-beta-lactamase; purified IMP-1, nitrocefin hydrolysis, epi-absorbance fluorescence; inhibition, % at 5.6 µM; hit rate 0.45% among 290,000;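 active = inhibition above the mean plus 3 SD of all compounds in the same screening run, cut at about 4.5% in these data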;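 note: 0% = IMP-1 with DMSO and 100% = DMSO wells lacking enzyme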
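Assay system: purified IMP-1; Quantity: IMP-1 0.2 nM before substrate addition; Medium: HEPES buffer pH 7.1 with ZnSO4 and Brij 35; Incubation: 15 min enzyme–compound preincubation, then 25 min nitrocefin reaction, 25 °C; Signal: fluorescence quenching readout, ex 480/em 530 nm; Controls: DMSO with and without IMP-1; Repeats: singlicate testing.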
VIM-2 inh: blocks Pseudomonas aeruginosa VIM-2 metallo-beta-lactamase; purified VIM-2, nitrocefin hydrolysis, epi-absorbance fluorescence; inhibition, % at 5.6 µM; hit rate 0.89% among 290,000;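 active = inhibition above the mean of all tested compounds plus 3 SD, cutoff set per screening run, cut at about 7.5% in these data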;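 note: red hydrolysis product quenches plate fluorescence so inhibitors raise well fluorescence; 0% = enzyme with DMSO and 100% = DMSO without enzyme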
IDE cell activ: boosts human insulin-degrading enzyme activity in HEK cells | hit rate 0.073% among 340,000 | AID 493087 | activation, % at 5.96 µM | FAbeta-B cleavage, fluorescence polarization; 0% vehicle, 100% cell-free pure enzyme wells;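 active = activation above the mean of all tested compounds plus 3 SD, set per screening campaign, cut at about 17% in these data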
M18AAP inhibitor: blocks P. falciparum M18 aspartyl aminopeptidase; recombinant PfM18AAP, H-Glu-NHMec fluorogenic cleavage; AID 1822; hit rate 1.2% among 290,000; inhibition, % at 7.35 µM;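 active = inhibition above the campaign mean inhibition over all tested compounds plus 3 SD, cut at about 28% in these data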;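 note: 0% = plate median of test compound wells and 100% = 2 mM ZnCl2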
pCIP destab: lowers stability of the mouse p/CIP coactivator protein | Q05BA5 | F442A p/CIP-EGFP cells, EGFP fluorescence, 16 h | decrease of EGFP signal, % at 10 µM | hit rate 0.01% among 290,000;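 active = EGFP signal decrease of at least 30% at 10 µM or well 3 SD below plate mean, unless failing retest; inactive = the rest, including hits failing retest or dose response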; note: some compounds called inactive have numbers as strong as hits; many of its hits are not listed in these tables
NS3 helicase inh: blocks Hepatitis C virus NS3 helicase unwinding; NS3 helicase DNA unwinding, Cy5 molecular beacon fluorescence; inhibition, % at 10.9 µM; hit rate 0.56% among 290,000; AID 1800;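 active = inhibition above the mean of all tested compounds plus 3 SD, set per campaign, cut at about 35% in these data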;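 note: 0% = DMSO wells and 100% = thioflavine S control wells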
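System: Hepatitis C virus NS3 helicase domain fragment enzyme | Reagent: Annealed dual-labelled DNA beacon duplex, ATP-started | Compound dosing: 10.9 µM single point, 0.8% DMSO | Incubation: 1 h reaction at 25 °C, ATP-initiated | Technique: Cy5 fluorescence | Evaluation: Percent inhibition from t60/t0 fluorescence ratio | Benchmarks: Low DMSO, high thioflavine S at 110 µM | Replication: Singlicate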
DNA FID counter: displaces DNA intercalator in HCV helicase counter-screen. DNA fluorescent intercalator displacement, fluorescence. inhibition, % at 7.9 µM. hit rate 0.17% among 290,000; in the data active = inhibition above about 37%;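 note: 0% = vehicle and 100% = reference compound; higher means more ethidium bromide displaced from hairpin DNA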
IDE inh: inhibits human insulin-degrading enzyme in HEK cells; P14735; AID 434962; inhibition, % at 5.59 µM; hit rate 0.41% among 320,000; FAbetaB cleavage, fluorescence polarization;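 active = percent inhibition above the average of all tested compounds plus 3 SD, set per screening campaign, cut at about 16% in these data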;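 note: IDE supplied by intact live HEK cells; FP after avidin binding of uncleaved biotin substrate so inhibition keeps polarization high; 0% = DMSO wells and 100% = 60 µM reference IDE inhibitor Ii1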
* hit, by the source's call; nt = no result given.

SMILES,SUMO HTRF inh,IMP-1 inhibitor,VIM-2 inh,IDE cell activ,M18AAP inhibitor,pCIP destab,NS3 helicase inh,DNA FID counter,IDE inh
COc1ccc(O[C@H]2C=C[C@@H](c3ccccc3)O[C@@H]2COC(=O)CCC(C)=NO[C@@H]2O[C@H](COC(C)=O)[C@@H](OC(C)=O)[C@H](OC(C)=O)[C@H]2OC(C)=O)cc1,2,1.1,-1.1,nt,-3,9,1,-37,nt
O=C(O)CC(NC(=O)C1CCCCC1)c1cc([N+](=O)[O-])ccc1Cl (stereo not given),16,-3.0,-3.6,0,2,-1,-12,-4,-3
CC(=O)Cn1ncc(N2CCOCC2)c(Br)c1=O,7,-0.4,1.2,1,2,12,2,-1,0
COc1ccc(/C=N/NC(=O)CC2N=C(Cc3ccccc3)NNC2=O)cc1OC (stereo not given),-14,-0.7,-3.7,5,-7,-2,13,-10,6
COc1ccc(CCNc2nc(C)nc3c2nnn3Cc2ccccc2)cc1OC,6,-2.0,-1.5,6,-2,-3,2,-28,-4
CN(C)c1cc2c(cc1NS(=O)(=O)c1ccccc1)n(C)c(=O)n2C,-3,-3.9,-2.3,2,16,-4,-6,-8,0
CC(C)NC(=O)c1cc2nc(-c3ccco3)cc(C(F)(F)F)n2n1,22,-3.3,-1.1,3,-1,-1,6,-15,0
Cc1c(-c2ccccc2)c(P(=O)(N2CCOCC2)N2CCOCC2)c2ccccn12,8,-2.0,-1.1,5,-1,-11,3,-13,-2
Cc1cccc(OCC(O)CN2CCN(CCN3C(=O)c4cccc5cccc(c45)C3=O)CC2)c1C (stereo not given),-14,-2.0,-0.8,-6,-1,-2,-30,-1,-8
Cc1ccccc1C(=O)NC1CCCCCCC1,-5,-1.8,-2.0,3,1,4,10,-4,8
CSCCC(NC(=O)/C(=C/c1ccc(F)cc1)NC(C)=O)C(=O)O (stereo not given),2,-2.6,-2.8,-2,5,2,-4,5,4
CO/N=C/NC(=O)c1c(OC)ccnc1Oc1cccc(C(F)(F)F)c1,0,-2.1,-2.4,1,-1,-2,2,-6,3
NNC(=O)c1cc(C23CC4CC(CC(C4)C2)C3)nc2ccccc12,-7,-1.9,-2.4,6,2,8,-12,-2,1
Cn1c(CNS(=O)(=O)c2ccc(F)cc2)n[nH]c1=S,18,0.0,-0.4,1,28,-3,0,0,5
O=C(Nc1ncc(Cc2ccccc2)s1)C1COc2ccccc2O1 (stereo not given),-4,-1.4,-1.6,2,-1,-7,-14,0,-4
COc1cc(NC(=O)CSc2nncn2C)c(C)cc1[N+](=O)[O-],4,-4.4,-1.6,3,3,12,-1,2,2
CSc1ccc(C(=O)C2CCCN(C(=O)CN3CCOC3=O)C2)cc1 (stereo not given),16,-2.5,-0.5,0,-6,-6,8,-21,nt
CCC(C)(C(=O)NC1CCCCC1)N(C)C(=O)c1ccc2c(c1)OCO2 (stereo not given),3,-0.6,-1.6,6,3,-5,1,-3,1
CC(C)CC(=O)Nc1cccc(C(C)O)c1 (stereo not given),19,-4.5,-5.2,nt,-2,-36,5,-7,-4
Cc1ccc(NC(=O)CN2C(=O)N/C(=C\c3cccn3-c3cccc(C(=O)O)c3)C2=O)cc1,4,-4.0,-0.8,-4,9,12,18,-27,nt
COc1ccccc1NC(=O)C(C)n1cnc2c(oc3nc4c(cc32)CCCC4)c1=O (stereo not given),16,-2.4,0.1,4,-11,-17,-9,-24,-9
O=C(/C=C/c1ccc([N+](=O)[O-])cc1)OCC(=O)N1c2ccccc2Sc2ccccc21,11,-0.7,-0.6,6,-13,6,-4,3,1
COc1ccc(/C=C2\Sc3ccc(C(=O)N4CCCC4)cc3N(C)C2=O)cc1OC,nt,-0.8,7.1,6,7,-12,-10,-54,4
COc1ccc(OCC(=O)Nc2ccc3c(c2)nc(CN2CCCC2)n3C)cc1,18,-1.9,-1.9,2,-8,-15,-3,11,9
CC(=O)N1CCN(Cc2nc3cc(NC(=O)c4ccc(F)cc4)ccc3n2C)CC1,4,-1.7,0.7,4,-4,-7,16,-17,0
O=C(NC(=S)NCc1cccnc1)c1cc2ccccc2o1,-4,-2.7,0.2,3,5,-10,-12,-11,-9
Clc1ccc(-c2nc(/C=N/N3CCOCC3)c3ccccn23)cc1,23,-3.6,-2.1,9,6,2,3,-4,0
O=C1CCC(C(=O)O)(c2ccccc2)C1 (stereo not given),-15,-2.8,-2.0,nt,1,-7,-4,3,3
Cc1ccc(/C=N/NC(=O)c2cc3c(ccc4ccccc43)o2)cc1[N+](=O)[O-],27,-3.3,-0.6,3,-10,-10,-6,-1,2
COc1ccc(C(=O)Nc2cc(C(C)=O)c(C)oc2=O)cc1,11,-2.3,-2.3,3,-12,3,-17,-2,1
COc1ccc(C(=O)N2CCC(C(=O)Nc3ccccc3C)CC2)cc1OC,-15,-4.5,-1.0,1,2,-19,-2,-10,-1
Clc1ccc(Cn2cnc3ccccc32)cc1,0,2.8,1.5,-3,-3,-2,-17,-4,-2
Cc1ccc(/C=C/c2ccc(=O)n(Cc3ccccc3Cl)n2)cc1,-5,-1.6,-0.1,1,0,5,7,-15,11
O=c1/c(=C\c2cccnc2)sc2nc3ccccc3n12,19,-4.0,-5.6,3,16,-5,1,0,nt
Clc1ccc(-c2ccc(/C=N/Nc3nncc(-c4ccccc4)n3)o2)cc1,9,-0.8,-1.6,-1,12,-8,-2,-2,1
COC(=O)c1c(NC(C)=O)sc2c1CCCCC2,13,-3.4,-3.6,1,18,-7,7,18,4
COc1ccc(C(O)P(=O)(OC(C)C)OC(C)C)c(OC)c1 (stereo not given),10,-3.2,-0.6,0,-3,-5,12,-12,-1
COc1cccc(C(=O)Nc2c(F)cccc2F)c1,7,-2.6,-3.7,0,-7,-12,-2,1,4
Cc1onc(-c2ccccc2)c1C(=O)OCCOc1cccc(Cl)c1,-21,-1.6,-1.4,0,1,14,-7,-18,-1
COc1ccc(CNC(=O)CN(C(=O)CCC(=O)Nc2nccs2)c2cccc(C)c2)cc1,-14,0.9,4.0,3,-7,-6,-5,-38,1
COc1ccccc1N(C(=O)CNS(=O)(=O)c1ccccc1)C(C(=O)NCc1ccco1)C(C)C (stereo not given),12,-0.9,-0.3,-3,-4,-13,4,-23,nt
Cc1cc(C)n2nc(C(=O)N/N=C/c3ccc(O)cc3)nc2n1,20,-4.0,-4.8,2,2,-8,4,5,-1
CC1=C(C(N)=O)C(c2cccnc2)n2nc(SCc3ccccc3Cl)nc2N1 (stereo not given),4,-2.4,0.3,1,5,0,-5,-2,5
O=C(O)COCC(=O)N1CCCN(c2nccc(C(F)(F)F)n2)CC1,-18,-3.8,-2.1,2,0,4,-7,-5,2
COC(=O)c1ccc2nc(-c3cccc(N)c3)cn2c1,9,-0.5,1.2,6,-13,11,12,-2,-9
O=C(CCCCCN1C(=O)CCC1=O)Nc1ccc(Cl)c(C(F)(F)F)c1,-4,-1.4,-2.4,-3,1,-8,7,-11,0
Cc1cc(OCCCn2ccnc2)cc(C)c1Cl,19,-1.7,0.0,3,-4,-5,12,6,-1
COc1ccc(NC(=O)Nc2ccc(CC(=O)O)cc2)cc1,5,-2.0,-2.7,-2,1,-11,6,-5,6
O=C(CN1CCSCC1)N/N=C/c1cccc(Cl)c1,-5,-3.1,-5.0,-7,4,-7,-5,-3,-1
Cn1ccnc1SCC(=O)Nc1ccc2ccccc2c1,17,-2.3,2.9,3,7,1,-5,-4,-3
COc1cc(C(=O)Nc2c(C(=O)O)[nH]c3ccc(Br)cc23)cc(OC)c1OC,7,0.7,1.6,0,-7,5,3,12,-5
Cc1c(Nc2nc3ccccc3n3cnnc23)cccc1[N+](=O)[O-],26,-3.2,-1.1,5,6,-12,11,-6,1
CC(NC(=O)Nc1ccccc1)C(c1cccs1)N1CCN(c2ccccc2)CC1 (stereo not given),-6,-1.2,-0.6,-6,-1,5,-13,-1,1
Cc1cccnc1NC(=O)CCNS(=O)(=O)c1ccc2c(c1)c(=O)n(C)c(=O)n2C,3,-2.0,-3.9,3,0,-7,5,-9,1
CCCCn1c(N)c(N(CCOC)C(=O)CSCc2c(C)noc2C)c(=O)[nH]c1=O,22,-0.5,1.6,-4,11,-5,-3,-14,0
CCC(=O)c1cc(-c2nc3ccccc3n2C)n(C)c1,12,-0.8,-0.8,2,-6,0,-1,-13,-3
COc1ccc2c(c1)C1CC(C)(NC(=O)C1S(=O)(=O)c1ccc(F)cc1)O2 (stereo not given),22,-1.9,1.1,2,0,-3,-24,-12,2
Cc1cc(=O)oc2cc(OCC(=O)Nc3nnc(C4CC4)s3)ccc12,-6,-1.5,-1.6,6,-2,-11,-1,-9,-8
Cc1ccccc1Nc1ncnc2c1cnn2-c1ccccc1,-1,-4.9,-3.6,6,1,1,3,-12,0
COc1cccc(NC(=O)CN(C)S(=O)(=O)c2ccc3c(c2)CCC(=O)N3)c1,9,-2.0,-1.1,0,2,1,17,-8,0
